Screens: PubChem BioAssay, several laboratories
CHT PAM – allosteric activators of human choline transporter CHT. CHT-expressing cells, membrane potential dye, choline EC20; hits give high values; LV-AA mutant CHT in HEK293 cells. 310,000 tested, 0.49% active. B-score at 10 µM;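 active = initial fluorescence not abnormally high and integrated response B-score, plate-corrected, over 3 SD above library mean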
Target sequence (Q9GZV3 whole entry, looked up): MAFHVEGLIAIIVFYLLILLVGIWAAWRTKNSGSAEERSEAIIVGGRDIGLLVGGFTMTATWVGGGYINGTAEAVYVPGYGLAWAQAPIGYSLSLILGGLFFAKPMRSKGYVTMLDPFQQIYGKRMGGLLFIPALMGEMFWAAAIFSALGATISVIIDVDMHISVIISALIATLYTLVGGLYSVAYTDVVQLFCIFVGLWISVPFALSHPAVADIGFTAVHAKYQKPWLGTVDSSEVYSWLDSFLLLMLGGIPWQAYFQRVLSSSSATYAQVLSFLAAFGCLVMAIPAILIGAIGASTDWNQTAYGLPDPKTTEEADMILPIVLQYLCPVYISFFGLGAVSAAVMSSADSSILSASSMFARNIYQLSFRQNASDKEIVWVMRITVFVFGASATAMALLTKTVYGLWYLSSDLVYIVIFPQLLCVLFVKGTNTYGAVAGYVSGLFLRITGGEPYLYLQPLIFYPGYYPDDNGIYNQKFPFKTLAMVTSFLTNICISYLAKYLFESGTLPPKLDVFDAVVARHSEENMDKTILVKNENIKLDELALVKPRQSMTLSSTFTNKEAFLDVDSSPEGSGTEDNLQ
STK33 inh – inhibitors of human STK33 kinase; Q9BYT3; purified STK33, MBP phosphorylation, ADP-Glo luminescence; inhibition, % at 10 µM; 320,000 tested, 0.073% active; AID 2661;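 active = inhibition at or above 25%, using the most active replicate where run in duplicate; inactive = inhibition below 25%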
Target sequence (Q9BYT3 whole entry, looked up): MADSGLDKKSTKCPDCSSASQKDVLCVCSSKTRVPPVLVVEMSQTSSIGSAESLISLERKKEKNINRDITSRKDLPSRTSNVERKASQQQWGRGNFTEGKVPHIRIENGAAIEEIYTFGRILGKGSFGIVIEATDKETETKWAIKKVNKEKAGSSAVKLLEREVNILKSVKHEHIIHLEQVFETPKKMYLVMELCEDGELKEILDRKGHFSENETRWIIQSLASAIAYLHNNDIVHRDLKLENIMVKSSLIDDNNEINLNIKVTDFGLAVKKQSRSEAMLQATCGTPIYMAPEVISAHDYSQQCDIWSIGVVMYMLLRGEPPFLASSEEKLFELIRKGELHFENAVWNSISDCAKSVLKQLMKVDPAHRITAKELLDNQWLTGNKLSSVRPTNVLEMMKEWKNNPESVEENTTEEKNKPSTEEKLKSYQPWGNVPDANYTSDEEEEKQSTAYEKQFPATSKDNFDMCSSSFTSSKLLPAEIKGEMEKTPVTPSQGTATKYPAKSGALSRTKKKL
CHT block – inhibitors of human choline transporter CHT | 310,000 tested, 0.86% active | B-score at 10 µM | AID 488975 | CHT-expressing cells, membrane potential dye, choline response; hits give low values;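 active = B-score over 3 SD under the library average, and starting fluorescence ratio not unusually high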;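 also: choline stimulus applied at its EC90 after an EC20 pre-addition; B-score computed on integrated fluorescence ratio after choline addition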
Numbers without * were called inactive; i = inactive; · = no result given.

SMILES | CHT PAM | STK33 inh | CHT block
O=C(c1ccccc1Br)N1N=C(c2ccccc2)CC1c1ccccc1F (stereo not drawn) | i | 0.9 | i
COc1cccc(NC(=O)CSc2nnc(CNC(=O)c3ccco3)n2C)c1 | i | · | i
FC(F)(F)c1cccc(NC(=S)NCc2ccccc2)c1 | i | -2.0 | i
Cc1nn2c(N3CCOCC3)cc(C(C)C)nc2c1-c1ccccc1 | i | 0.5 | i
C=CCn1c(NCc2ccc3c(c2)OCO3)nc2ccccc21 | i | -1.1 | i
COc1ccc(-c2cc(NC(=O)c3cncn3-c3ccccc3)ccc2OC)cc1 | i | 0.1 | i
CCOc1ccc(N2C(=O)CC(SC(=NC)Nc3cccc(OC)c3)C2=O)cc1 (stereo not drawn) | i | -1.1 | i
CCOC(=O)c1c(N)sc2c1C1CCN2CC1 | i | 4.7 | i
COc1ccc(S(=O)(=O)N2CCOCC2)cc1NC(=O)COc1cccnc1[N+](=O)[O-] | i | -0.5 | i
Nc1nnc(SCC(=O)Nc2ccccc2)s1 | i | -0.2 | i
CCOC(=O)N1CCN(Cc2nc3c(c(=O)n(C)c(=O)n3C)n2Cc2cccc3ccccc23)CC1 | i | -2.1 | i
Cc1cc(C)c(OCC(=O)OCC(=O)N2CCN(C(=O)c3ccco3)CC2)c(C)c1 | i | 0.0 | i
O=C(N/N=C/c1cccc(Oc2ccc([N+](=O)[O-])cc2[N+](=O)[O-])c1)c1cncc(Br)c1 | i | 0.1 | i
CCc1ccc(-c2cn3nc(-c4ccccc4)cnc3n2)cc1 | i | 1.5 | i
CC1CC(=O)N(Cc2ccccc2)c2ccccc2N1C=O (stereo not drawn) | i | -0.5 | i
CCOc1ccc2nc3c(cc2c1)CN(CCOC)C(=NC)S3 | i | -1.0 | i
COC(=O)CCCC1=CC2=CC(=O)C(C)(OC(=O)c3cccs3)C(=O)C2=CN1CCCCO (stereo not drawn) | i | 0.3 | i
CSCCC(NC(N)=O)C(=O)N(C)CC(=O)Nc1cc(C)ccc1C (stereo not drawn) | i | -0.9 | i
CC(C)c1nc2oc3ccccc3c(=O)c2c(=O)n1-c1ccccc1 | i | -1.0 | i
CCC(Sc1nc(-c2ccccc2)c(C#N)c(=O)[nH]1)C(=O)Nc1cc(C)on1 (stereo not drawn) | i | -1.5 | i

Copied from the list.
STK33 inh result of Cc1nn2c(N3CCOCC3)cc(C(C)C)nc2c1-c1ccccc1 : 0.5
STK33 inh result of O=C(c1ccccc1Br)N1N=C(c2ccccc2)CC1c1ccccc1F (stereo not drawn) : 0.9
STK33 inh result of CCc1ccc(-c2cn3nc(-c4ccccc4)cnc3n2)cc1 : 1.5
STK33 inh result of COC(=O)CCCC1=CC2=CC(=O)C(C)(OC(=O)c3cccs3)C(=O)C2=CN1CCCCO (stereo not drawn) : 0.3

Next part:
SMILES | CHT PAM | STK33 inh | CHT block
Cc1ccc(NS(=O)(=O)N2CCOCC2)cc1Cl | i | -0.1 | i
CC(C)(C)C(=O)NC1CC2CCCC(C1)N2C(=O)Nc1cccc(Cl)c1 (stereo not drawn) | i | 0.9 | i
CC(C)COC(=O)NCC12C=CC(O1)C1C(=O)N(c3ccc(Cl)cc3)C(=O)C12 (stereo not drawn) | i | 0.0 | i
CSc1nsc(SC)c1NC(=O)OCC1CCCO1 (stereo not drawn) | i | -0.7 | i
CCOC(=O)Nc1ccc2c(c1)N(C(=O)N(C)C)c1ccccc1CC2 | i | 0.2 | i
COc1ccc(C(=O)CN(C(=O)c2ccc(Cl)cc2)N2C(=O)c3ccccc3C2=O)cc1 | i | -0.7 | i
O=c1c2cc(Cl)ccc2nc(-c2ccc(Cl)c(Cl)c2)n1O | i | -0.4 | -6.99*
CCCOc1ccc([N+](=O)[O-])cc1C1NC(=S)NC(c2ccccc2)=C1C(=O)OCC (stereo not drawn) | i | -1.4 | i
COc1nc(OCCNS(=O)(=O)c2ccc(C)cc2)nc(N(C)C)n1 | i | -1.1 | i
Cc1ccc(C(=O)O)cc1-c1ccc(/C=C2\SC(=O)N(CC(=O)Nc3ccccc3)C2=O)o1 | i | -0.7 | i
Cc1cccc2cc(C(c3nnnn3C(C)(C)C)N3CCN(C(=O)c4ccco4)CC3)c(=O)[nH]c12 (stereo not drawn) | i | -3.8 | i
CC(C)=Cc1oc2ccc([N+](=O)[O-])cc2c1N1CC(C)OC(C)C1 (stereo not drawn) | i | -0.4 | i
CN(C)c1ccc(/C=C/c2cc[n+](C)cc2)cc1 | 6.46* | 1.6 | i
CC1(C)C(c2ccccc2)=NC(c2ccccc2)N1O (stereo not drawn) | i | -0.3 | i
COc1ccc(C(=O)c2sc(Nc3ccccc3)nc2N)cc1 | i | 2.0 | i
COc1cccc(-n2c(CNC(=O)OC(C)(C)C)n[nH]c2=S)c1 | i | 0.2 | i
Cc1ccc(C(=O)NCCN2CCCC2)cc1 | i | 3.0 | i
CCCCOc1cccc(NC(=O)CSc2nccn2C)c1 | i | -0.8 | i
O=C(NCc1ccncc1)C(=O)Nc1nc2ccccc2s1 | i | -1.3 | i
O=C(OCCOCCN=C1NS(=O)(=O)c2ccccc21)c1ccccc1 | i | -0.7 | i

One compound at a time (already shown).
CCOC(=O)Nc1ccc2c(c1)N(C(=O)N(C)C)c1ccccc1CC2 in the list: CHT PAM = i; STK33 inh = 0.2; CHT block = i
Cc1ccc(C(=O)NCCN2CCCC2)cc1 in the list: CHT PAM = i; STK33 inh = 3.0; CHT block = i

More results follow.
SMILES | CHT PAM | STK33 inh | CHT block
O=C(OCc1cc2ccccc2[nH]c1=O)C1CCCO1 (stereo not drawn) | i | 0.8 | i
COc1ccc(CN2CCNC(=O)C2CC(=O)NCCc2nc(C)c(C)s2)cc1C (stereo not drawn) | i | -0.7 | i
COC(=O)C1C2C=CC3(CN(CCc4ccccc4)C(=O)C13)O2 (stereo not drawn) | i | -0.6 | i
Cc1ccc(CNC(=O)C(=O)NCC2CCCO2)cc1 (stereo not drawn) | i | 0.4 | i
O=c1c2c(-c3cccs3)csc2ncn1/N=C/c1ccccn1 | i | -2.2 | i
O=C(COC(=O)C1=COCCO1)Nc1cc(S(=O)(=O)N2CCCCC2)ccc1Cl | i | 0.3 | i
CCOc1ccccc1/C=N/n1c(C)nc2ccccc2c1=O | i | -2.0 | i
Brc1cccc(/C=N/Nc2nn[nH]n2)c1 | i | -0.5 | i
O=C(c1ccc(F)cc1)n1c(NCc2ccccc2)n[nH]c1=S | i | 3.1 | i
CC(Oc1ccc(Cl)cc1Cl)C(=O)/C=C/N(C)C (stereo not drawn) | i | 0.2 | i
O=C(Nc1ccc(Cl)cc1)N1CCN(c2ncccn2)CC1 | i | 2.1 | i
NC(=O)c1nn(-c2cccc(Cl)c2)c(=O)cc1O | i | -0.2 | i
CN1CCC(=NNC(=O)CN(c2ccc([N+](=O)[O-])cc2)S(=O)(=O)c2ccccc2)CC1 | i | -0.7 | i
Nc1c(Cl)cc(C2=NCCn3c2c2ccc(C(F)(F)F)cc2[n+]3[O-])cc1Cl | i | 1.1 | i
CCc1ccc(C(C(=O)NC(C)(C)CC)N(Cc2ccco2)C(=O)Cn2nnc3ccccc32)cc1 (stereo not drawn) | i | 1.6 | i
CC1=NN(C(=O)Cn2nc([N+](=O)[O-])c(Br)c2C)C(O)(C(F)(F)F)C1 (stereo not drawn) | i | -1.7 | i
CCC(=O)N1CCc2cc(Br)cc(S(=O)(=O)N(C)c3ccc(OC)cc3OC)c21 | i | -0.1 | i
O=c1[nH]c(CN(CCO)CCO)nc2c1C1(CCCCC1)Cc1ccccc1-2 | i | 0.8 | i
CC(C)(C)CN1C(=O)C(=O)NC[C@@H]1CCCCN | i | -0.5 | i
COc1cccc2c(=O)c3ccccc3oc12 | i | 5.3 | i

A draw from above in order of number of heavy atoms, ascending:
SMILES | CHT PAM | STK33 inh | CHT block
CC(C)(C)CN1C(=O)C(=O)NC[C@@H]1CCCCN | i | -0.5 | i
CC1=NN(C(=O)Cn2nc([N+](=O)[O-])c(Br)c2C)C(O)(C(F)(F)F)C1 (stereo not drawn) | i | -1.7 | i
CCC(=O)N1CCc2cc(Br)cc(S(=O)(=O)N(C)c3ccc(OC)cc3OC)c21 | i | -0.1 | i

CHT block: hit marks shown above.
| Compound | STK33 inh | CHT block |
| --- | --- | --- |
| O=c1c2cc(Cl)ccc2nc(-c2ccc(Cl)c(Cl)c2)n1O | -0.4 | -6.99* |

More records:
SMILES | CHT PAM | STK33 inh | CHT block
CCN(CC)C(=O)COc1ccc(/C(C)=N/Nc2ncc(Cl)cc2Cl)cc1 | i | 0.8 | i
CC(=O)c1c(N2CCN(C)CC2)nc(=S)n(-c2cc(C)ccc2C)c1C | i | -1.0 | i
O=C(c1ccncc1)N1CCN(C(=O)c2cccc3ccccc23)CC1 | i | -0.7 | i
C=CCn1c(SCC(=O)Nc2ncc(Cc3cc(Cl)ccc3Cl)s2)nnc1-c1ccncc1 | i | -2.7 | i
Cc1cccc(C)c1NC(=O)COC(=O)c1ccccc1O | i | -0.9 | i
CCc1cccc(C)c1NC(=O)COC(=O)CC1CCCC1 | i | · | i
Cc1ccc(SCCOCCN2CCc3ccccc3C2)cc1 | i | -0.6 | i
C=C(C)Cn1c(Sc2nc3ccccc3[nH]2)nc2c1c(=O)[nH]c(=O)n2C | i | -0.2 | i
CC(C)(C)NC(=O)C(c1ccccc1)N(C(=O)CNC(=O)c1cccs1)c1cccnc1 (stereo not drawn) | i | -0.4 | i
Cc1cccc(OCc2occc2C(=O)Nc2cccc(-n3cnnn3)c2)c1 | i | -2.2 | i
CCc1cccc2c(C(=O)CCl)c[nH]c12 | i | 0.5 | i
CC(C)N(C)C(=O)CCc1nnc(CCc2c[nH]c3ccccc23)o1 | i | 0.8 | i
COc1ccc(C2CC(c3ccccc3)=NN2C(=O)CN2N=NC3C(=O)N(c4cccc(F)c4)C(=O)C32)cc1 (stereo not drawn) | i | -0.6 | i
COc1ccc(C(=O)N2CCN=C2SC)cc1OC | i | -0.1 | i
CC1C2C(C)N(C)C(=O)N(C)C2N(C)C(=O)N1C (stereo not drawn) | i | -1.3 | i
O=C1C(c2c(O)[nH]c3ccccc23)=Nc2ccccc21 | i | -1.5 | i
NC(=O)CN1C(=O)NC2(CCCc3ccccc32)C1=O (stereo not drawn) | i | -1.4 | i
O=C(/C=C/c1ccco1)Nc1cccc(S(=O)(=O)N2CCOCC2)c1 | i | 1.2 | i
Nn1c(SCC(=O)Nc2ccc(OC(F)F)cc2)nnc1-c1ccco1 | i | -1.6 | i
O=C(COc1ccc(Cl)cc1)N/N=C/CCc1ccccc1 | i | -0.7 | i
COc1cccc(-c2nc3ccccc3c(=O)o2)c1 | i | -0.2 | i
Cc1cc(Cl)ccc1OCC(=O)NNC(=O)C1CCCO1 (stereo not drawn) | i | -0.2 | i
COCCCNC(=O)c1cccc(NC(=O)c2ccccc2)c1 | i | 0.0 | i
O=C(N/N=C/c1ccoc1)c1cccc(OC(F)(F)C(F)F)c1 | i | -0.5 | i
Oc1ccccc1N1CCN(c2ncnc3sc(-c4ccccc4)cc23)CC1 | i | -1.6 | i
Cc1c(NC(=O)COc2c(F)c(F)c(F)c(F)c2F)c(=O)n(-c2ccccc2)n1C | i | -1.0 | i
Cc1cccc(NC(=O)Nc2cccnc2)c1C | i | -1.0 | i
CC12CCC(C(=O)Nc3ccccc3)(C/C1=N\O)C2(C)C (stereo not drawn) | i | -0.2 | i
O=[N+]([O-])c1ccc(NC2CCCC2)cc1 | i | -0.6 | i
Cc1ccc(CN2CCN(Cc3nc(C(C)C)cs3)CC2CCO)cc1 (stereo not drawn) | i | -1.5 | i
CCN1CC=C2C(C1)C(c1ccc(Cl)s1)C(C#N)=C(N)C2(C#N)C#N (stereo not drawn) | i | 1.0 | i
CC(C)(C)C1CCC(=O)N(CCSc2ccccc2)CC1 (stereo not drawn) | i | -0.3 | i
Cc1cc(NC(=O)COC(=O)COc2ccc3c4c(c(=O)oc3c2)CCC4)no1 | i | -0.3 | i
CC(C)(C)c1ccc(C(=S)N2CCN(c3ccccc3)CC2)cc1 | i | -0.9 | i
O=C(/C=C/c1ccc(Cl)cc1)Nc1ccc(N2CCOCC2)cc1 | i | -0.7 | i
COc1ccc(NC(=O)Nc2ccc3c(c2)CCC3)cc1OC | i | 3.5 | i
CCOc1ccc2nc(SCC(=O)NC3CCCc4ccccc43)sc2c1 (stereo not drawn) | i | 1.2 | i
O=C1CN(C(=O)COc2c(F)c(F)cc(F)c2F)c2ccccc2N1 | i | -2.2 | i
O=C(NC1CCCCCC1)C1CC(=O)N(Cc2ccccc2)C1 (stereo not drawn) | i | 2.4 | i
CCC(=O)Nc1c2c(nc3c1CCC3)CCCC2 | i | -0.8 | i
CCN(CC)C(=O)C1CCN(Cc2ccc(OCc3ccccc3)c(OC)c2)CC1 | i | -0.9 | i
COC(=O)C1C2CCC(C2)C1C(=O)OCC(=O)c1ccccc1 (stereo not drawn) | i | -4.6 | i
O=c1[nH]c2cc3c(cc2cc1C(c1nnnn1C1CCCC1)N1CCSCC1)OCCO3 (stereo not drawn) | i | 1.2 | i
CC(C)Oc1ccc(CNC(=O)CCCN2C(=O)C(c3ccccc3)Oc3cccnc32)cc1 (stereo not drawn) | i | 0.9 | i
Cn1c(SCC(O)c2ccccc2)nnc1-c1ccc2ccccc2c1 (stereo not drawn) | i | -0.5 | i
COc1ccccc1N(C(=O)NCc1ccccc1)C1=NCC(C)S1 (stereo not drawn) | i | -0.6 | i
COc1ccc(CN(C)C2c3ccccc3-c3ccccc32)cc1 | i | -0.8 | i
Cc1cccc(-c2noc(-c3ccoc3C)n2)c1 | i | -0.8 | i
O=C(c1ccco1)N1CCN(c2ccc([N+](=O)[O-])cc2Cl)CC1 | i | 0.8 | i
O=C(Nc1cccc(Br)c1)c1cc(S(=O)(=O)N2CCOCC2)cs1 | i | -0.4 | i
OCCC1CN(Cc2ccc3c(c2)CCO3)CCN1C1CCCC1 (stereo not drawn) | i | 2.1 | i
Cc1onc(C(=O)Nc2cccnc2Cl)c1[N+](=O)[O-] | i | · | i
O=C(CCCNC(=O)c1ccc(Cl)cc1)Nc1ncccc1O | i | -1.7 | i
